# PLC-gamma1 inh: inhibitors of human phospholipase C gamma1; P19174; purified PLC-gamma1, fluorogenic substrate, fluorescence; inhibition, % at 12.2 µM; hit rate 0.84% among 370,000; in the data active = inhibition above about 9.5%
# ASAP1 GAP inh: blocks human ASAP1-stimulated Arf1 GTP hydrolysis; AID 624377; inhibition, % at 16.5 µM; Q9ULH1; GDP FP detection; hit rate 0.19% among 360,000; in the data active = inhibition above about 25%;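 also: 0% = vehicle with enzyme and substrate and 100% = no enzyme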
# HGIII-sPLA2 inh: Inhibits HGIII-sPLA2 liposome hydrolysis, primary screen; inhibition, % at 12.2 µM; QFRET BODIPY PC-A2 liposome hydrolysis, fluorescence; hit rate 0.56% among 370,000; Q9NZ20; AID 743126;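 active = inhibition above mean plus 3 SD of compounds lying within the high and low control bounds, cut at about 19% in these data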;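 also: 0% = median of test compound wells and 100% = no enzyme DMSO wells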
# UHRF1 binding: human UHRF1 methylated DNA binding inhibitors; inhibition, % at 4.4 µM; hit rate 0.75% among 370,000; UHRF1 binding to methylated oligo, TR-FRET; in the data active = inhibition above about 21%;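 also: UHRF1 SRA domain binding a hemimethylated CpG hairpin DNA probe; 0% = median of test compound wells and 100% = reference inhibitor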
# DDE Tn7 FP inh: DD(E)-Tn7 binding inhibition, primary FP screen; P02675; FP displacement of FITC-Tn7 peptide from fibrin DD(E); 0% = median of compound wells per plate; inhibition, % at 8.3 µM; hit rate 0.13% among 370,000; AID 720508;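 active = inhibition above the mean of compounds falling within the control limits plus 3 SD of them, cut at about 14% in these data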;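 also: 0% = plate median of compound wells and 100% = 10 µM Aha-Tn7 peptide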
#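 Test system: human clot-derived fibrin DD(E) complex / Quantity: 2 µM final DD(E) protein / Incubation: 10 min plus 3 h, room temperature / Measured by: fluorescence polarization / Benchmarks: high control of 10 µM Aha-Tn7 peptide / Replicates: singlicate testing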
# proKLK7 act: proKLK7 (human) activation, primary screen; P49862; purified proKLK7, EDANS-DABCYL substrate fluorescence; 100% is mature enzyme control, 0% vehicle; activation, % at 7 µM; hit rate 0.9% among 370,000; AID 652039;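 active = activation above the mean of all tested compounds plus 3 SD, computed per campaign excluding outliers beyond control limits, cut at about 13% in these data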
# Target sequence (P49862 whole entry, looked up): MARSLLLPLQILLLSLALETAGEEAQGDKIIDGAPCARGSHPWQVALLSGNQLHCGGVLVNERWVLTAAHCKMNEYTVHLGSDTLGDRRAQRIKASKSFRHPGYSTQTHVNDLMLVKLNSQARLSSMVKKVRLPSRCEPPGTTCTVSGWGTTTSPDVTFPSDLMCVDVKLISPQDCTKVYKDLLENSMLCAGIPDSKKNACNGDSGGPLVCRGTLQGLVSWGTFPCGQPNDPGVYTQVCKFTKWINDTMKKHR
# PLC-beta3 inh: inhibitors of human phospholipase C beta3; AID 720704; Q01970; inhibition, % at 12.2 µM; Purified PLC-beta3, fluorogenic substrate, fluorescence; hit rate 0.18% among 370,000; in the data active = inhibition above about 11%;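 also: 0% = median of compound wells on plate and 100% = full blocker control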
# DDE Tn6 FP inh: DD(E)-Tn6 binding inhibition, primary FP screen. P02675. Fibrin DD(E) TRITC-Tn6 fluorescence polarization displacement. inhibition, % at 8.3 µM. hit rate 0.21% among 370,000. AID 720509;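 active = inhibition above a per-campaign cutoff: mean of compounds within control limits plus 3 SD, cut at about 15% in these data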;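 also: 0% = median of all compound wells on the plate and 100% = blocking peptide control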
# ARFGAP1 inhibitor: inhibitors of rat ARFGAP1 | Q62848 | Arfgap1-stimulated ARF1 GTP hydrolysis, GDP FP detection | inhibition, % at 16.5 µM | hit rate 0.26% among 360,000;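 active = inhibition above a per-plate limit, mean inhibition of low control wells plus 3 SD, cut at about 25% in these data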;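 also: 0% = DMSO wells with enzyme and 100% = wells lacking Arfgap1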
# Target sequence (Q62848 1-136 limits assumed): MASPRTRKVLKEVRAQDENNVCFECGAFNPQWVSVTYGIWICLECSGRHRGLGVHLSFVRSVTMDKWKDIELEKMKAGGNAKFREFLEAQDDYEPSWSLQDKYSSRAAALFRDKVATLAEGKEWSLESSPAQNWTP
#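 Material: rat Arfgap1 catalytic domain, aa 1-136; also added: human ARF1(Δ1-17)-GTP substrate; compound dosing: one concentration, 16.5 µM, DMSO 1.26%; incubation: GTP hydrolysis reaction 2 h at 25 °C; measured by: Tracer-displacement fluorescence polarization with EDTA stop, 620/688 nm; evaluation: % inhibition from polarization; repeats: one replicate per compound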
# Rev-erbA mod: modulators of human Rev-erb alpha DNA binding | hit rate 0.79% among 370,000 | activity, % at 10 µM | Rev-erbα–FITC-DNA binding, fluorescence polarization, 90 min | AID 1259318 | P20393;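 active = activity above about 14%, limit read from the data; passing the limit was not always enough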;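 also: 0% = DMSO wells with 35 nM protein and 100% = DMSO wells with 750 nM protein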
# Target sequence (P20393 whole entry, looked up): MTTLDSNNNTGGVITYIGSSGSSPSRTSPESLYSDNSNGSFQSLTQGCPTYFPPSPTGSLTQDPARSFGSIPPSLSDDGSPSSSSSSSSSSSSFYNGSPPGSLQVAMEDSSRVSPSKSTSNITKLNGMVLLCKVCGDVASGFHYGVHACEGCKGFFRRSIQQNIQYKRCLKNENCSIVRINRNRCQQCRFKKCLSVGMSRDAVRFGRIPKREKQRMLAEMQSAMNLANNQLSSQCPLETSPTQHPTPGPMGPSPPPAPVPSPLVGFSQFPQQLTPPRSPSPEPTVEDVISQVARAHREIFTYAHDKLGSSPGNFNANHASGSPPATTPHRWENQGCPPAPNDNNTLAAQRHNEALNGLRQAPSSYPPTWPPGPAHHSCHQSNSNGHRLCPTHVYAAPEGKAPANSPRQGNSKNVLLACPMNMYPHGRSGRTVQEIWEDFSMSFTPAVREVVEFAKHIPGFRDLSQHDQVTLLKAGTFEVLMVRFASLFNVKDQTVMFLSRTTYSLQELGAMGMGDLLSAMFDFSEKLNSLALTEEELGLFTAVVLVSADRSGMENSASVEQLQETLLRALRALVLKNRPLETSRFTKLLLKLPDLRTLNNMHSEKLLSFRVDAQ
# An asterisk follows results filed as active; & = joins results of further samples; ! = not active in a repeat. This is a random part of the collection. About 4.5% of those tested had a hit in this group.
# The first 3 compounds (preview)
SMILES,PLC-gamma1 inh,ASAP1 GAP inh,HGIII-sPLA2 inh,UHRF1 binding,DDE Tn7 FP inh,proKLK7 act,PLC-beta3 inh,DDE Tn6 FP inh,ARFGAP1 inhibitor,Rev-erbA mod
COc1ccc(OC)c(S(=O)(=O)N(C)CC(=O)N2CCN(c3ccc(F)cc3)CC2)c1,7,13,1,0,3,-0.2,10,0,-10,-1
Cn1c(Oc2ccccc2)c(C=O)c2ccccc21,1,22,9,0,4,0.5,-2,1,-1,2
COC(=O)[C@@H](N[C@H](/C=C/c1ccccc1)[C@@H](O)Cc1ccccc1)C(C)C,1,1,-10,1,1,0.1,1,6,6,-7

# The listing (from the top)
SMILES,PLC-gamma1 inh,ASAP1 GAP inh,HGIII-sPLA2 inh,UHRF1 binding,DDE Tn7 FP inh,proKLK7 act,PLC-beta3 inh,DDE Tn6 FP inh,ARFGAP1 inhibitor,Rev-erbA mod
COc1ccc(OC)c(S(=O)(=O)N(C)CC(=O)N2CCN(c3ccc(F)cc3)CC2)c1,7,13,1,0,3,-0.2,10,0,-10,-1
Cn1c(Oc2ccccc2)c(C=O)c2ccccc21,1,22,9,0,4,0.5,-2,1,-1,2
COC(=O)[C@@H](N[C@H](/C=C/c1ccccc1)[C@@H](O)Cc1ccccc1)C(C)C,1,1,-10,1,1,0.1,1,6,6,-7
CN(C(=O)CSc1nnc2n1CCCCC2)C1(C#N)CCCCC1,4,-1,2,-2,8,-0.5,4,3,-2,-3
Cc1[nH]n(-c2ccccc2)c(=O)c1C(c1ccccc1[N+](=O)[O-])C(C#N)C#N (stereo not given),2,5,-5,0,-6,0.0,-12,-2,3,5
Cc1ccc(C2(C)NC(=O)N(CC(=O)NCc3cccs3)C2=O)cc1 (stereo not given),-1,3,1,3,-4,-1.1,4,1,7,4
CN(C(=O)CS(=O)(=O)c1cn(CC(=O)N2CCCCC2)c2ccccc12)c1ccccc1,4,1,5,0,2,-0.2,-10,0,7,1
CCC(NC(=O)C(C)NC)C(=O)N1CCCC1C(=O)NC1CCCc2ccccc21 (stereo not given),1,0,7,-2,-1,0.5,0,2,3,-1
CC(=O)Nc1ccc(NC(=O)CC2Nc3cccc4cccc(c34)NC2=O)cc1 (stereo not given),-14,5,-11,-7,4,-1.4,-12,-2,-5,-26
Cc1cc(S(=O)(=O)N2CCOCC2)ccc1OCC(=O)N1CCC(C)CC1,1,-8,-1,0,5,0.2,-3,-2,2,-2
COc1ccc(C(C)C)cc1S(=O)(=O)Nc1ccccn1,4,6,-1,1,-6,0.1,7,3,-3,-5
CCOC(=O)N1CCC(N2Cc3cccc(C(=O)N4CCN(C5CCCCC5)CC4)c3C2=O)CC1,3,6,3,-2,-1,0.5,2,-2,-6,-3
Cc1noc(C)c1S(=O)(=O)N(C)Cc1ccccc1,0,7,-1,0,-1,0.3,1,-11,-14,2
COc1c(C(=O)Nc2ccc(Br)cn2)ccc2ccccc12,0,9,5,-4,6,0.1,-5,7,-12,1
CN1C(=O)C(C)(C)c2cc(S(=O)(=O)N3CCN(c4cccc(Cl)c4)CC3)ccc21,5,8,-7,6,1,0.6,0,-1,-4,0
COc1ccc(CCC(=O)OCC(=O)Nc2c(C)n(C)n(-c3ccccc3)c2=O)cc1,0,-7,7,-1,4,0.4,-5,-5,5,1
COc1ccc(OC)c(NC(=O)Cn2c(=O)n(CC(=O)NCc3ccco3)c(=O)c3ccccc32)c1,-1,-10,4,0,-3,0.2,-1,1,-4,-5
Nc1c(C(=O)c2ccccc2)oc2ccc([N+](=O)[O-])cc12,-3,18,-2,-4,0,0.5,-9,6,-3,0
CN(CC(=O)Nc1cccc2ccccc12)C(=O)c1ccc(NC(=O)CC#N)cc1,-6,10,-64,-2,-2,-0.4,-8,-1,-12,-4
COc1ccc(OCC(=O)OCC(=O)N2C(C)CCCC2C)cc1 (stereo not given),1,-6,-4,7,2,0.4,-4,3,3,-7
Cc1c(C(=O)NN2CCOCC2)oc2c1ccc1ccccc12,2,7,2,-3,1,-0.1,-1,-7,-6,-6
COc1ccc(S(=O)(=O)Nc2cccnc2)cc1,0,9,0,0,6,-0.2,-5,8,-6,3
Cc1cc(C)c2c(n1)sc1c(N3CCN(CCO)CC3)ncnc12,-3,-10,-7,8,4,0.3,1,6,-5,-5
Clc1cccc(C2CCN(Cc3nc(CC4CC4)no3)C2)c1 (stereo not given),4,0,3,0,-4,-0.5,-1,-6,9,-1
O=C(NCCS(=O)(=O)NCc1ccco1)c1ccccc1,2,-9,7,-1,5,0.2,-1,7,1,6
CCCCn1c(N)c(N(CCC(C)C)C(=O)COC(=O)c2cccnc2Cl)c(=O)[nH]c1=O,-1,-21,-1,-1,1,0.7,-5,8,-20,-9
COC(=O)Cn1c(CN2CCN(C(=O)c3ccco3)CC2)nc2c1c(=O)n(C)c(=O)n2C,-2,0,0,-1,-8,-0.5,-8,1,0,2
COc1ccc2c(c1OC)C(=O)N1C2SC[C@H]1C(=O)NC1CC1 (stereo not given in full),-51,3,1,0,9,-0.6,-70,-8,4,-6
COCC(C)NC(=O)c1ccc(N(C)C)cc1 (stereo not given),1,12,1,-2,3,-0.5,1,1,2,3
CC1(/[N+]([O-])=C/c2ccc(Cl)cc2Cl)CCCCC1=O (stereo not given),1,0,-1,15,-7,0.1,-4,-1,1,-1
CC(C)CC(=O)Nc1ccccc1N1CCN(C(=O)c2ccccc2)CC1,-2,2,-4,-1,7,0.2,1,5,7,2
Cc1ccc2nc(-c3ccc(F)cc3)c(CC3CCCCC3)n2c1,-20,5,8,21*,2,-0.7,-35,-8,0,0
CC(C)Cn1c(NCCN(C)C)nc2c1c(=O)[nH]c(=O)n2C,0,-4,0,3,5,-0.3,3,8,4,-7
CC(=O)Nc1ccc(S(=O)(=O)NC2=C(N3CCN(Cc4ccccc4)CC3)C(=O)c3ccccc3C2=O)cc1,4&-2,-4&7,21*!,-13&-9,-4&1,1.4&0.4,-1&-3,0&-1,1&-2,16&-6
CC1CCN(C(=O)c2ncn3c2c(=O)[nH]c2cccnc23)CC1,-2,-5,3,1,1,-1.3,0,2,-3,6
CCn1c(Cc2ccccc2)nnc1SCC(=O)Nc1ccc(S(N)(=O)=O)cc1,0,-3,2,0,4,0.5,-1,5,2,1

# Some entries already given with just ASAP1 GAP inh and DDE Tn6 FP inh:
compound	ASAP1 GAP inh	DDE Tn6 FP inh
COC(=O)Cn1c(CN2CCN(C(=O)c3ccco3)CC2)nc2c1c(=O)n(C)c(=O)n2C	0	1
COc1ccc2c(c1OC)C(=O)N1C2SC[C@H]1C(=O)NC1CC1 (stereo not given in full)	3	-8
COCC(C)NC(=O)c1ccc(N(C)C)cc1 (stereo not given)	12	1
CC1(/[N+]([O-])=C/c2ccc(Cl)cc2Cl)CCCCC1=O (stereo not given)	0	-1

# (next part)
SMILES,PLC-gamma1 inh,ASAP1 GAP inh,HGIII-sPLA2 inh,UHRF1 binding,DDE Tn7 FP inh,proKLK7 act,PLC-beta3 inh,DDE Tn6 FP inh,ARFGAP1 inhibitor,Rev-erbA mod
O=C(NCCc1ccc(Cl)cc1)c1ccc(CS(=O)Cc2ccccc2Cl)o1 (stereo not given),3,3,-6,-2,7,-0.8,-8,-2,-2,8
CCc1ccccc1NC(=O)CCC(=O)Nc1nnc(C(C)C)s1,6,7,4,4,-1,0.1,-5,7,1,-4
CN(C)c1ccc(N2C(=NC(=O)C3CCCO3)SC3CS(=O)(=O)CC32)cc1 (stereo not given),-3,-10,12,1,-1,-0.4,-9,-2,9,-5
Cc1ccc(NS(=O)(=O)c2ccccc2[N+](=O)[O-])cc1C,3,-5,3,3,5,-0.3,-2,2,4,0
COc1ccc(CCNC(=O)CCc2ccc(OC)cc2)cc1,1,1,1,2,-5,-0.6,-5,-5,-3,-1
COc1cc(C(=S)N2CCOCC2)ccc1OC(=O)c1cccc(C)c1,-4,4,10,24*,3,-0.3,-7,4,3,3
CC1CCc2nc3ccc(S(=O)(=O)N4CCC(C(=O)O)CC4)cc3c(C(=O)O)c2C1 (stereo not given),-15,6,1,0,-11,-0.3,-15,-3,-6,-4
NNC(=O)CCCNc1ncc(C(F)(F)F)cc1Cl,2,4,-2,1,1,0.4,2,6,0,2
CC(CC(F)(F)F)N1CCC(n2nccc2NC(=O)CCOc2ccccc2)CC1 (stereo not given),-1,15,-3,-2,3,-0.2,-4,-9,-4,11
S=C1NCN(Cc2ccco2)CN1c1cccc2ccccc12,0,0,10,-2,5,2.5,-9,5,4,-1
CC(C)(C)NC(=O)C(=O)NCCC1=CCCCC1,-2,1,4,0,-4,-0.2,3,0,8,-1
COc1ccccc1/C=C1/SC(=S)N(CCC(=O)Nc2cccnc2)C1=O,1,10,-5,2,2,-0.3,-9,-4,-1,-3
CCSC1=NC2(CCCCC2)Nc2sc3c(c21)CCCC3,-11,8,-8,-3,-3,-0.5,-10,6,-10,1
CCN(CC)S(=O)(=O)c1cccc(NC(=O)c2cc3ccccc3o2)c1,0,6,-14,-1,1,-0.7,2,-4,1,-1
CNc1ccc(NC(C)=O)cc1[N+](=O)[O-],3,11,-4,-15,-6,-0.1,1,2,-7,5
Nn1c(Cc2cccc3ccccc23)nnc1SCc1c(F)cccc1Cl,6,0,-19,-2,2,0.1,4,8,-14,-2

# Among those listed so far, four have a nitro group on carbon.
SMILES,PLC-gamma1 inh,ASAP1 GAP inh,HGIII-sPLA2 inh,UHRF1 binding,DDE Tn7 FP inh,proKLK7 act,PLC-beta3 inh,DDE Tn6 FP inh,ARFGAP1 inhibitor,Rev-erbA mod
Cc1[nH]n(-c2ccccc2)c(=O)c1C(c1ccccc1[N+](=O)[O-])C(C#N)C#N (stereo not given),2,5,-5,0,-6,0.0,-12,-2,3,5
Nc1c(C(=O)c2ccccc2)oc2ccc([N+](=O)[O-])cc12,-3,18,-2,-4,0,0.5,-9,6,-3,0
Cc1ccc(NS(=O)(=O)c2ccccc2[N+](=O)[O-])cc1C,3,-5,3,3,5,-0.3,-2,2,4,0
CNc1ccc(NC(C)=O)cc1[N+](=O)[O-],3,11,-4,-15,-6,-0.1,1,2,-7,5
